STK33 inh – inhibitors of human STK33 kinase | Q9BYT3 | purified STK33, MBP phosphorylation, ADP-Glo luminescence | inhibition, % at 10 µM | 320,000 tested, 0.073% active;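 active = inhibition at or above 25%, using the most active replicate where run in duplicate; inactive = inhibition below 25%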
Target sequence (Q9BYT3 whole entry, looked up): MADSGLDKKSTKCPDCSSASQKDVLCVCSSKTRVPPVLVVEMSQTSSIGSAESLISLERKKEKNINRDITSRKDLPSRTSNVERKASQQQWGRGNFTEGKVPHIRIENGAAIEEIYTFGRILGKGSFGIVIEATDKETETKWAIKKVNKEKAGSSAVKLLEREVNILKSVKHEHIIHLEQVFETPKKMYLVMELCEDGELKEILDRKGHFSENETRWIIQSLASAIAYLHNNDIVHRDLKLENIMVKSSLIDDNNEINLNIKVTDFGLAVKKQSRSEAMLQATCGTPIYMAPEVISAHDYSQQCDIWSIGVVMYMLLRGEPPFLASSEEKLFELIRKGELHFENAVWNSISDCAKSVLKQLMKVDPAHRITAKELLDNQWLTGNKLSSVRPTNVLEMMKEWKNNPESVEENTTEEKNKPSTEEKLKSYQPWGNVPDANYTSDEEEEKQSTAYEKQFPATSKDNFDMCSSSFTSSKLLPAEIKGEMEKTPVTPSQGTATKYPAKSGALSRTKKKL
OX1R antag-1 – blocks the human orexin 1 receptor; 330,000 tested, 0.43% active; inhibition, % at 5 µM; AID 434989; O43613; CHO/OX1R cells, Fluo-8 calcium fluorescence, orexin A;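 active = inhibition above its plate's threshold, mean inhibition of all tested compounds on the plate plus 3 SD, cut at about 37% in these data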;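 also: 0% = orexin A challenge wells and 100% = SB-334867-A antagonist wells; not every result past the cut was called active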
Target sequence (O43613 whole entry, looked up): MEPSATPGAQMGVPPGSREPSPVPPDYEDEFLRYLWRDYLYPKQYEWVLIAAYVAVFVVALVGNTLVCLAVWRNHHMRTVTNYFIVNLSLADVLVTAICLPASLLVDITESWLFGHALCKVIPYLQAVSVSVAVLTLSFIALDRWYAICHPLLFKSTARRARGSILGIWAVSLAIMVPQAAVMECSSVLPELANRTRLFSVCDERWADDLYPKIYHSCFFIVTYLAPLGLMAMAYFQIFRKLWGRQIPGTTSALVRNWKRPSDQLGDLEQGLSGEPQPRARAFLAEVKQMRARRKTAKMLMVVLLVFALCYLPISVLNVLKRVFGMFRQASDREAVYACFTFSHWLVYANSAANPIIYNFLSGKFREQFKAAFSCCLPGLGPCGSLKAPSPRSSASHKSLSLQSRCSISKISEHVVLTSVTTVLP
OX1R antag-2 – antagonists of human orexin 1 receptor (OX1R) | O43613 | OX1R-expressing cells, FRET antagonist read-out | inhibition, % at 6.6 µM | 330,000 tested, 1.8% active | AID 485270; in the data active = inhibition mostly above about 38%, no sharp cut-off; inactive = mostly below about 40%;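 also: 0% = agonist challenge alone and 100% = reference antagonist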
* hit, by the source's call; . = no result given.

No.	structure	STK33 inh	OX1R antag-1	OX1R antag-2
1	COc1ccc(Cc2nnc(NC(=O)C(C)(C)C)s2)cc1	0.2	-10	10
2	CCCc1cc(=O)n2[nH]c(NC(=O)c3ccco3)nc2n1	-0.5	-1	8
3	Cc1ccccc1S(=O)(=O)/N=C(/c1ccccc1)N(C)C	-1.6	15	-3
4	Cn1c(Cn2c(=O)sc3ccccc32)nnc1SCC(=O)N1CCOCC1	-0.3	-7	10
5	O=C(CSc1nc2c(cnn2-c2ccccc2)c(=O)[nH]1)NCC1CCCO1 (configuration not stated)	.	1	6
6	CN1C(=O)N2CN(C3CCCCC3)CN3C(=O)N(C)C1C23 (configuration not stated)	0.5	-5	7
7	CCN(CC)S(=O)(=O)c1ccc(C(=O)Nc2cc(S(=O)(=O)N3CCOCC3)ccc2O)cc1	0.0	7	-1
8	CC(NC1CCN(Cc2ccccc2)CC1)c1ccc(F)cc1 (configuration not stated)	-2.1	-7	12
9	COc1ccc(S(=O)(=O)N2CCOC2CNC(=O)C(=O)NCC(C)C)cc1OC (configuration not stated)	-3.3	-15	18
10	Nc1ncnc2c1C1(CCCCC1)Cc1ccccc1-2	.	-1	42
11	CCOC(=O)c1c(-c2cccs2)csc1NC(=O)CN1CCOCC1	-0.1	-2	35
12	C=CCn1c(SCCC(=O)O)nc2c1c(=O)n(C)c(=O)n2C	-1.2	-4	21
13	COc1ccc(C)cc1NC(=O)C(Sc1nnc(Nc2ccccc2F)s1)c1ccccc1 (configuration not stated)	-1.1	-32	15
14	CCC1(C)NC(=O)N(/N=C/c2cc(OC)c(O)c(OC)c2)C1=O (configuration not stated)	-0.3	-5	11
15	O=C(NC(c1ccccc1)c1ccccc1)c1ccc(Br)o1	0.3	-16	23
16	Cc1cc(C)cc(NC(=S)NCCc2ccc(S(N)(=O)=O)cc2)c1	-2.4	5	14

16 of these compounds, set out differently.
1	COc1ccc(Cc2nnc(NC(=O)C(C)(C)C)s2)cc1
2	CCCc1cc(=O)n2[nH]c(NC(=O)c3ccco3)nc2n1
3	Cc1ccccc1S(=O)(=O)/N=C(/c1ccccc1)N(C)C
4	Cn1c(Cn2c(=O)sc3ccccc32)nnc1SCC(=O)N1CCOCC1
5	O=C(CSc1nc2c(cnn2-c2ccccc2)c(=O)[nH]1)NCC1CCCO1 (configuration not stated)
6	CN1C(=O)N2CN(C3CCCCC3)CN3C(=O)N(C)C1C23 (configuration not stated)
7	CCN(CC)S(=O)(=O)c1ccc(C(=O)Nc2cc(S(=O)(=O)N3CCOCC3)ccc2O)cc1
8	CC(NC1CCN(Cc2ccccc2)CC1)c1ccc(F)cc1 (configuration not stated)
9	COc1ccc(S(=O)(=O)N2CCOC2CNC(=O)C(=O)NCC(C)C)cc1OC (configuration not stated)
10	Nc1ncnc2c1C1(CCCCC1)Cc1ccccc1-2
assay / entry	1	2	3	4	5	6	7	8	9	10
STK33 inh	0.2	-0.5	-1.6	-0.3	.	0.5	0.0	-2.1	-3.3	.
OX1R antag-1	-10	-1	15	-7	1	-5	7	-7	-15	-1
OX1R antag-2	10	8	-3	10	6	7	-1	12	18	42

11	CCOC(=O)c1c(-c2cccs2)csc1NC(=O)CN1CCOCC1
12	C=CCn1c(SCCC(=O)O)nc2c1c(=O)n(C)c(=O)n2C
13	COc1ccc(C)cc1NC(=O)C(Sc1nnc(Nc2ccccc2F)s1)c1ccccc1 (configuration not stated)
14	CCC1(C)NC(=O)N(/N=C/c2cc(OC)c(O)c(OC)c2)C1=O (configuration not stated)
15	O=C(NC(c1ccccc1)c1ccccc1)c1ccc(Br)o1
16	Cc1cc(C)cc(NC(=S)NCCc2ccc(S(N)(=O)=O)cc2)c1
assay / entry	11	12	13	14	15	16
STK33 inh	-0.1	-1.2	-1.1	-0.3	0.3	-2.4
OX1R antag-1	-2	-4	-32	-5	-16	5
OX1R antag-2	35	21	15	11	23	14

More results follow:
No.	structure	STK33 inh	OX1R antag-1	OX1R antag-2
17	CSc1n[nH]c(NCc2ccc(C)cc2)n1	-0.7	-11	16
18	CCOc1ccc(CCNC(=O)CN2C(=O)NC3(CCCc4ccccc43)C2=O)cc1OCC (configuration not stated)	-1.7	-25	6
19	Cc1onc(-c2ccccc2)c1C(=O)Nc1ccc(-c2nnc3n2CCCCC3)cc1	-0.5	-34	29
20	COc1ccc(Cl)cc1NC(=O)CCN1C(=O)C2C3CCC(C3)C2C1=O (configuration not stated)	-0.7	-17	17
21	Cc1ccc(C2CC(c3ccc(F)cc3)Nc3nc(N)nn32)cc1 (configuration not stated)	-0.1	2	7
22	CCCC(=O)NC(=S)Nc1c(C)cc(Br)cc1C	-1.6	-3	17
23	CC(C)Cn1c(SC(C)C(=O)NC2CC2)nnc1-c1ccccc1F (configuration not stated)	-0.4	-20	8
24	O=C(O)[C@H](Cc1ccccc1)NC(=O)N1CCN(c2ccccc2)CC1	-1.0	-11	7
25	O=C(NC1CCN(C(=O)Nc2ccc(F)cc2)CC1)c1cccc(F)c1	-0.8	-6	12
26	CC(=O)Nc1ccc(C(=O)CSc2nnnn2C2CCCC2)cc1	-0.8	-21	16
27	CC(C)C(=O)Nc1c(C(=O)c2ccc(F)cc2)oc2ccccc12	0.3	-30	0
28	CC1(C)C(C=C(Cl)Cl)C1C(=O)N1CCN(Cc2ccccc2)CC1 (configuration not stated)	-1.1	-30	23
29	CC(=O)Nc1cccc(NC(=O)CSc2nnc(Cc3cccn3C)n2-c2ccc(F)cc2)c1	-0.2	-5	10
30	C/C(=N/NC(=O)c1cccc(N2CCCC2=O)c1)c1ccncc1	0.3	-14	15
31	COCCN1CCN(c2cc(-c3ccccc3)nc3cc(-c4cccc(F)c4)nn23)CC1	0.8	-25	25
32	O=C(COC(=O)c1c(F)cccc1Cl)NC1CCCC1	0.6	8	15
33	COc1ccc2[nH]cc(CCNS(=O)(=O)Cc3ccccc3)c2c1	-1.3	-11	44
34	CCN1CCN(Cc2c(O)ccc3c2O/C(=C\C=C\c2ccccc2OC)C3=O)CC1	2.0	-5	33
35	COc1ccc(CCNC(=O)c2oc3ccc(OC)cc3c2C)cc1	-0.4	-33	6
36	COc1ccccc1N1CCN(C(c2cccs2)C(C)NC(=O)c2cccs2)CC1 (configuration not stated)	0.2	-19	27
37	COC(=O)c1ccc(COC(=O)CNS(=O)(=O)c2ccc(C)cc2)cc1	0.1	-10	21
38	O=C(CSc1ccc(Br)cc1)NCC(c1cccs1)N1CCOCC1 (configuration not stated)	.	-25	24
39	O=C(O)CCC(=O)N1CCc2cc(S(=O)(=O)NCc3cccs3)ccc21	-0.4	5	3
40	CCOc1ccc(C(C)=O)cc1COc1ccc(-n2cnnn2)cc1	1.0	-3	47
41	COC(=O)c1ccc2ccn(CC(=O)NC(C)C)c2c1	-3.4	-8	14
42	COCCNC(=O)Nc1ccc2nc(C)sc2c1	-0.6	-22	11
43	Cc1cc(NC(=O)c2cc(-c3ccc(Br)cc3)on2)no1	0.3	-11	20
44	Cc1onc(-c2ccccc2Cl)c1C(N)=O	-0.9	-3	12
45	COc1ccc(CNC(=O)COC(=O)c2ccc(S(=O)(=O)N3CCOCC3)cc2)cc1	0.4	-22	9
46	Cc1ccc(OCCCC(=O)NC2CCCCC2)cc1	0.9	-19	10
47	Cc1ccc(-n2nc(C)cc2NC(=O)c2ccc(C)s2)cc1	-1.8	-6	1
48	NC1=NS(=O)(=O)NC1c1ccc(Cl)cc1 (configuration not stated)	-1.7	-14	4
49	COc1ccccc1C(=O)C1CCCN(C(=O)C2=CC(=O)CC(C)(C)O2)C1 (configuration not stated)	-2.7	-26	9
50	Oc1cccc2ccc(/C=C/c3ccccc3Cl)nc12	0.2	-19	10
51	C=CCn1c(SCc2c(Cl)cccc2Cl)nnc1-c1cccnc1	-0.3	-6	8
52	Cc1ccc(C)c(N2N=C(C(=O)O)CCC2=O)c1	-1.1	3	7
53	COc1cc([C@@H]2c3cc4c(cc3[C@@H](O[C@@H]3O[C@@H]5CO[C@@H](C)O[C@H]5[C@H](O)[C@H]3O)[C@H]3COC(=O)[C@H]23)OCO4)cc(OC)c1O	-2.8	2	14
54	CC(C)Oc1ccc(C(=O)NN2C(=O)NC3(CCCCC3)C2=O)cc1	-1.1	-7	16
55	CC1(C)CC(=O)C=C(Nc2ccc(OCC(F)(F)C(F)F)cc2)C1	0.3	-3	27
56	Cn1ncc([N+](=O)[O-])c1C(=O)Nc1nc2ccccc2n1CCN1CCCCC1	-0.3	-20	18
57	CC(=O)Nc1ccc(NC(=O)c2nc(-c3ccccc3)oc2C)cc1	0.8	-26	25
58	CCOC(=O)C1=C(O)C(=O)NC(c2ccccc2)=C(OCC)C1	-2.4	-2	21
59	O=C(O)CC1SC(=O)N(CC(=O)c2ccccc2)C1=O (configuration not stated)	-1.8	-7	17
60	COc1ccc(OC)c(/C=C/C(=O)N2CCCc3ccccc32)c1	1.7	-38	21
61	Cc1cnc(C(=O)OCC(=O)c2c[nH]c3ccccc23)cn1	-1.6	-17	4
62	CCOc1cc2[nH]c(=S)n(CCN3CCCCC3C)c(=O)c2cc1OCC (configuration not stated)	-1.1	-6	10
63	CCOc1ccccc1C(=O)N[C@H](C(=O)NCc1ccccc1)C(C)C	-0.4	-33	16
64	COc1ccc(N2CCN(C3CCCN(Cc4cccc(C)c4)C3)CC2)cc1 (configuration not stated)	-0.3	-33	2
65	Cc1ccc(C)c(OCc2cc(C(=O)N3C[C@@H](C)O[C@@H](C)C3)no2)c1	-1.2	-8	7
66	CCOC1=CC(=O)N(Cc2ccccc2)C1	-1.4	-10	2
67	Cc1ccccc1-c1nc(CN2CCC(C(=O)NCCCN3CC(C)CC(C)C3)CC2)c(C)o1 (configuration not stated)	0.1	-11	13
68	Cn1c(C(=O)NCc2ccccc2)cc2oc3ccccc3c21	-1.2	1	22
69	COC(=O)C1=C(C)N=C2SCCC(=O)N2C1c1cc(Br)ccc1OC (configuration not stated)	1.3	-36	-5
70	COc1ccc([C@H]2CC(=O)C=C(c3ccc(OC)cc3OC)C2)cc1	-1.5	-12	3
71	O=C(COC(=O)c1cc[n+]([O-])cc1)Nc1ccc([N+](=O)[O-])cc1Cl	0.5	-15	22
72	CCN(CC(=O)NCc1ccc(Cl)cc1)C(=O)CCc1ccccc1O	-1.0	-15	6

The listing continues:
No.	structure	STK33 inh	OX1R antag-1	OX1R antag-2
73	COc1ccc(-c2c(C)nn3c(N)c(C#N)cnc23)cc1OC	-1.0	-1	21
74	Cc1ccc(S(=O)(=O)CCC(=O)c2cccc([N+](=O)[O-])c2)cc1	1.9	1	33
75	c1ccc(COc2ccccc2CNc2nn[nH]n2)cc1	-1.6	-2	3
76	Cc1ccc(-c2noc(CCC(=O)Nc3ccccc3C)n2)cc1	-1.5	-7	13
77	O=C(CN1C(=O)NC(Cc2ccccc2)(Cc2ccccc2)C1=O)NCC1CCCCC1	-0.3	-8	42*
78	CCOc1ccc(N/C=C/C(=O)c2ccc(OC)cc2)cc1	-1.5	-29	14
79	Cc1c(CN2CCC(C(=O)Nc3ccc(Oc4ccccc4)nc3)CC2)cnn1C	-0.9	-9	0
80	Cc1sc2ncn(CC(=O)N3CCCCC3)c(=O)c2c1S(=O)(=O)N1CCC(C)CC1	0.9	-25	20
81	Cc1ccc2[nH]c3ccccc3c(=O)c2c1	4.5	-15	15
82	Cc1cc(C)n(S(=O)(=O)Cc2ccccc2)n1	0.2	-7	5
83	CCN(CC)S(=O)(=O)c1ccc(N2CCN(S(=O)(=O)c3ccccc3C#N)CC2)nc1	.	-11	3
84	Cc1ccc2c(c1)C1CN(C)CCC1N2S(=O)(=O)c1ccccc1F (configuration not stated)	-1.1	-11	11
85	Cc1ccc(NC(=O)OCCNC(=O)c2ccncc2)cc1	1.3	1	17
86	O=C(Cn1c(=O)n(-c2ccc(F)cc2)c(=O)c2sccc21)c1ccccc1	-0.5	-10	21
87	CCOC(=O)C1(C)NC(c2ccco2)C2C(=O)N(C)C(=O)C21 (configuration not stated)	0.8	-20	18
88	CCC(=O)N1CCc2cc(S(=O)(=O)NC(Cc3ccccc3)C(=O)NC3CCCCC3C)ccc21 (configuration not stated)	-0.2	-41	24
89	Cc1c(C(=O)Nc2nccs2)oc2c(Cl)cccc12	-0.4	-4	77*
90	CCOC(=O)c1sc(=S)n(Cc2ccccc2)c1C	-0.5	-19	3
91	Cc1cnc(C(=O)N2CCCC(C(=O)c3ccc(C(C)(C)C)cc3)C2)cn1 (configuration not stated)	0.2	-7	11
92	CN(C)CCOCCSc1ccc(Cl)cc1	-0.4	-6	10
93	Cn1c(=O)[nH]c2cc3ccccc3cc21	1.0	-7	21
94	O=C1N(C2CCCC2)C[C@@H]2C[C@@H](c3cccn3-c3ccccn3)N3CCC[C@@]123	1.4	-7	11
95	COc1ccc(C)cc1S(=O)(=O)NCc1cccs1	-0.5	-1	11
96	Cc1ccc(-n2c(Cn3ncc4ccccc4c3=O)n[nH]c2=S)cc1	1.8	16	20
97	CCN(CC)C(=O)C1(P(=O)(c2ccccc2)c2ccccc2)CCC1	-1.8	-14	20
98	CC1(C)NC(=O)N(CC(O)CN2C(=O)CCC2=O)C1=O (configuration not stated)	-0.8	-7	4
99	O=C(NC(=S)NC(=O)c1ccccc1F)c1ccccc1F	-1.3	-12	2
100	COCCCn1c(SCC(=O)NC2CCCC2)nnc1-c1ccco1	-0.1	3	13
101	Cc1ccc(CSCC(=O)N2CCN(c3ccccc3)CC2)cc1	-1.5	-7	13
102	O=C(NC1CCN(Cc2ccc(Cl)cc2Cl)CC1)c1ccccc1	-1.6	-23	-7
103	Cc1cn([C@@H](CCCCN)C(=O)NCCCCCCCCCCC(=O)N2CCNCC2)nn1	0.0	-16	6
104	Cc1cccc(C)c1OCC(=O)NNC(=O)CCCn1c(=O)oc2ccccc21	-2.4	-18	-1
105	Cc1nc2ccccc2cc1C(=O)NCc1ccc(F)cc1	-0.1	-11	39
